CHRM1 agonist: human M1 muscarinic receptor agonists, primary screen, Fluo-8 calcium fluorescence, CHO-K1 cells, HTS; Muscarinic acetylcholine receptor M1 (Homo sapiens), P11229; activation, % at 3 µM; 0.33% of 360,000 active; CHO-K1 hM1, agonist mode; 0% DMSO, 100% acetylcholine EC100;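 active means activation above the run's mean compound activation plus 3 SD, cut at about 16% in these data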;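 further: peak over basal fluorescence ratio within a 140 s kinetic read after compound addition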
Target sequence (P11229 whole entry, looked up): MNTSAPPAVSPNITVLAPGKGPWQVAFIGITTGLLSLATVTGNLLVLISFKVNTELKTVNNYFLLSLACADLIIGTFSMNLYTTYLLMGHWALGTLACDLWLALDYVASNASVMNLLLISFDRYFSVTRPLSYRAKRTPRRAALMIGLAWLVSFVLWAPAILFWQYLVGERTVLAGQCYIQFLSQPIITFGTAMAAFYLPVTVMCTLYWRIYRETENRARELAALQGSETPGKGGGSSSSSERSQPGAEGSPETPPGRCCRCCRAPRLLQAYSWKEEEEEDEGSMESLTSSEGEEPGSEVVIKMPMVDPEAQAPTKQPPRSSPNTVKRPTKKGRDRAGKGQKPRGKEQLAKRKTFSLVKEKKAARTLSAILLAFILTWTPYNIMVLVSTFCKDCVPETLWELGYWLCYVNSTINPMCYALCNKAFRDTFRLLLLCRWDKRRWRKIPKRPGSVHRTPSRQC
CHO parental Ca: ATP-evoked calcium signal inhibitors, parental CHO, primary screen, counter-screen for OX1R antagonist project, cell-based, fluorescence, Fluo-8 calcium dye. parental CHO-K1, ATP-induced calcium, Fluo-8 fluorescence. inhibition, % at 5.6 µM. 0.63% of 330,000 active. AID 463079, 2010;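 active means inhibition above that plate's mean sample inhibition plus 3 SD, cut at about 26% in these data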;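 further: 0% = ATP-challenged DMSO wells and 100% = DMSO wells without ATP; some compounds past the cut are filed as inactive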
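Measured by: calcium-sensitive Fluo-8 fluorescence / Test system: CHO parental line / Controls: ATP-challenged DMSO wells low, unchallenged DMSO wells high / Measure: % inhibition / Compound: single nominal dose of 5.6 µM per compound / Replicates: single well per compound, no replicates / Reagent: ATP as calcium-mobilizing challenge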
V1aR counter: agonists of human V1a receptor, primary screen, counter-screen for OXTR agonist project, fluorescence, CHO-V1R cells; Vasopressin V1a receptor (Homo sapiens), P37288; Fluo-8 calcium fluorescence, agonist mode; 0% DMSO, 100% 3 nM vasopressin; activation, % at 3 µM; 0.25% of 320,000 active;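 active means activation above the mean activation of all tested compounds plus 3 SD, per screening run, cut at about 20% in these data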;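 further: signal is peak over basal fluorescence ratio across a 100 second FLIPR read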
Target sequence (P37288 whole entry, looked up): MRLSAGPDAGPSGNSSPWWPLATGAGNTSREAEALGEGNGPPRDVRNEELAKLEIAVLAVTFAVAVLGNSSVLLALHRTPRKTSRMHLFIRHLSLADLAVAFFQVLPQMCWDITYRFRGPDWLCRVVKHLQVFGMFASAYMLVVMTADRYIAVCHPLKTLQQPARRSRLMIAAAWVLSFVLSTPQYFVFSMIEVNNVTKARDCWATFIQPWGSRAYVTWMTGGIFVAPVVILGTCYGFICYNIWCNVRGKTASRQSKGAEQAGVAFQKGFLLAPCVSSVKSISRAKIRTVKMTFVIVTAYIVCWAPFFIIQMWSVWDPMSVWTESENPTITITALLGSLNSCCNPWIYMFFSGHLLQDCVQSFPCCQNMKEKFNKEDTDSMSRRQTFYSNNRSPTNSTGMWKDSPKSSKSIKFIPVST
CHRM1 antagonist: human M1 muscarinic receptor antagonists, primary screen, CHO-K1 cells, Fluo-8 calcium fluorescence, 1536-well. inhibition, % at 3 µM. AID 588852, 2011. 1.3% of 360,000 active. Muscarinic acetylcholine receptor M1 (Homo sapiens), P11229. CHO-K1 hM1, ACh EC80 antagonist;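 active means percent inhibition above its own plate's cutoff, namely the mean of that plate's compound wells plus 3 SD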;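 further: peak over basal fluorescence ratio during 140 s after agonist addition; 0% = ACh EC80 plus DMSO and 100% = DMSO alone without agonist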
CHRM1 PAM: human M1 muscarinic receptor positive allosteric modulators, primary screen, CHO-K1 cells, Fluo-8 calcium fluorescence, 1536-well; 0.088% of 360,000 active; activation, % at 3 µM; AID 588819, 2011; CHO-K1 hM1, ACh EC20; 0% = ACh EC20, 100% = maximal ACh; in the data active means activation above about 19%, passing the limit was not always enough
OXTR potentiate: human OXTR potentiators, primary screen, fluorescence, CHO-OTR cells, Fluo-8 calcium | Oxytocin receptor (Homo sapiens), P30559 | Fluo-8 calcium fluorescence, potentiator mode; 0% = oxytocin EC15, 100% = EC100 | activation, % at 3 µM | 0.061% of 320,000 active;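 active means activation above that plate's cutoff, the mean activation of tested compounds plus 3 SD, cut at about 6.6% in these data, passing the limit was not always enough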;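 further: 100% uses oxytocin at 75 nM as the full agonist control; some results filed as inactive read as strong as hits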
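Measured by – Fluo-8 calcium dye fluorescence · Test system – human OTR in CHO cells · Dosing – one concentration, 3.0 µM compound · Controls – EC15 oxytocin alone as 0%, 75 nM oxytocin as 100% · Evaluation – normalized max/min fluorescence ratio, % activation · Timing – 6 min pre-incubation, 100 s read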
OXTR ag: human OXTR agonists, primary screen, fluorescence, CHO-OTR cells, Fluo-8 calcium | Oxytocin receptor (Homo sapiens), P30559 | 0.32% of 320,000 active | Fluo-8 calcium fluorescence; normalized: DMSO 0%, oxytocin 100% | activation, % at 3 µM | AID 2435, 2010;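 active means activation above the mean of all tested compounds plus 3 SD, cutoff set per screening run, cut at about 20% in these data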;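 further: peak over basal fluorescence ratio from a 100 s FLIPR kinetic read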
TAAR1 ag: human TAAR1 agonists, primary screen, Fluo-8 calcium fluorescence, CHO RD-HGA16 cells | Trace amine-associated receptor 1 (Homo sapiens), Q96RJ0 | vehicle wells 0%, saturating PEA agonist 100% | activation, % at 3 µM | 0.99% of 360,000 active;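 active means activation above the mean activation of all test compounds in the run plus 3 SD, cut at about 38% in these data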
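Benchmarks: low control DMSO, high control PEA (EC100); System: CHO RD-HGA16 cells carrying human TAAR1 plus Gα16; Detection: Fluo-8 fluorescence, 5 s baseline then 140 s kinetic read; Schedule: 17-24 h plating, Fluo-8 75 min 37 °C, 30 min RT; Read-out basis: % activation from peak over basal fluorescence ratio, DMSO-to-PEA scaled.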
TAAR1 antag: human TAAR1 antagonists, primary screen, Fluo-8 calcium fluorescence, CHO RD-HGA16 cells; antagonist; AID 624466, 2012; inhibition, % at 3 µM; 1.5% of 360,000 active;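 active means inhibition above a per-plate cutoff, the mean inhibition of test compounds on that plate plus 3 SD, cut at about 49% in these data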;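 further: 0% = DMSO plus EC80 beta-PEA response and 100% = DMSO alone without agonist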
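test system = CHO RD-HGA16 cells bearing hTAAR1 | replication = singlicate | controls = DMSO-only wells and EC80 β-PEA-stimulated wells | reagent = EC80 β-phenethylamine stimulus | read-out basis = percent inhibition of PEA-evoked calcium signal, max/basal emission ratio | schedule = seeding 17-24 h prior, 75-min 37 °C, 30-min RT dye loading | signal = kinetic Fluo-8 calcium fluorescence measurement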
* marks the source's active call; other numbers are inactive results; . = not tested or not shown.

Compound,CHRM1 PAM,V1aR counter,TAAR1 antag,CHRM1 antagonist,OXTR potentiate,TAAR1 ag,CHRM1 agonist,OXTR ag,CHO parental Ca
CCn1nc(C)c(NC(=O)CSc2nnc(-c3ccco3)n2C)c1C,7,2.9,-28,-6,-3,5,-1,1.3,8
Cc1ccc(SCCCCN2C(=O)NC(C)(C)C2=O)cc1,8,0.6,11,-11,-7,3,0,0.3,-9
CCOc1ccc(N(CC(=O)NCc2ccc(F)cc2)C(=O)c2snc(C(N)=O)c2N)cc1,15,3.1,-9,-12,-4,9,14,2.5,-4
CC(OC(=O)CN1C(=O)NC2(CCCC2)C1=O)c1ccc(F)cc1 (configuration not stated),0,0.7,2,7,-4,1,6,-0.5,-10
CC(=O)c1ccccc1OCCOc1ccccc1C(C)=O,-27,0.2,0,39*,0,3,-7,1.1,-15
Cc1nc2ccc(C(=O)OCc3nnc(-c4ccccc4)o3)cc2nc1C,6,.,-6,-12,.,0,-3,.,.
C[C@H]1CN([C@@H](C)CO)C(=O)c2c(c3ccccc3n2C)-c2ccccc2CO[C@H]1CN(C)Cc1cccc(F)c1,2,.,-12,-5,.,0,-2,.,.
CCCCn1c(SCc2nnc(-c3ccccc3)o2)nc2c1c(=O)n(C)c(=O)n2C,5,0.5,-1,-10,-7,6,-4,0.0,3
COc1ccc(OCC(=O)NNC(=O)c2c(-c3ccccc3Cl)noc2C)cc1,3,-0.2,-8,-6,-1,0,-1,-1.3,-10
CCOC(=O)c1ccc(N2C(=O)C(O)=C(C(C)=O)C2c2ccccn2)cc1 (configuration not stated),4,-0.3,-2,3,-15,2,-2,1.2,-1
COc1ccc(N(C(=O)/C=C/c2ccc(OC)c(OC)c2)C2=CC3CCC(C2)N3C)cc1 (configuration not stated),3,0.2,6,1,-2,2,4,0.2,-11
Cn1c2ccccc2c(=O)c2ccc(C#Cc3ccccn3)cc21,.,-0.6,-2,.,-14,8,.,-0.5,-15
CCOC(=O)C1=C(C)N(CC(C)C)C(=O)C1,10,1.0,-6,-13,-2,2,-6,0.5,3
Cn1c(=O)[nH]c(=O)c2c1nc(N1CCCCC1)n2CCSc1nc2ccccc2o1,0,1.2,-29,-1,-6,1,-1,3.0,-6
S=c1[nH]nc(-c2ccccn2)n1/N=C/c1cccc2ccccc12,-1,0.0,-25,1,3,5,-1,-1.5,-4

Next compounds
Compound,CHRM1 PAM,V1aR counter,TAAR1 antag,CHRM1 antagonist,OXTR potentiate,TAAR1 ag,CHRM1 agonist,OXTR ag,CHO parental Ca
CC(C)c1ccc(C(=O)Nc2cccnc2)cc1,20,0.1,-13,-13,8,-1,-4,-0.1,-2
COc1ccc(C2=CSC3=NCCN23)cc1,12,0.3,-8,-17,-13,0,-7,10,-9
CCCOc1ccc2c3c(c(=O)oc2c1OCCC)CCCC3,-13,-1.3,0,8,-11,7,-5,-2.3,-13
Cc1ccnc(NS(=O)(=O)c2ccc(NC(=O)CCS(=O)(=O)c3ccccc3)cc2)n1,14,0.7,0,-12,-1,1,-5,-0.3,-2
O=C(O)c1cccc(NC(=S)NC(NC(=O)c2cccc([N+](=O)[O-])c2)C(Cl)(Cl)Cl)c1 (configuration not stated),17,0.0,-35,-21,-14,-2,-6,-0.7,-11
C=CCN1C(=O)NC2(O)C(=O)c3ccccc3C12O (configuration not stated),6,0.8,-17,-11,-2,2,-4,1.4,4
CC(=C/c1ccco1)/C=N/NC(=O)Cc1cccn1C,9,-0.2,-6,-10,-8,1,-6,-1.5,-7
CCOc1cc(-n2ncc(C#N)c2N)nc(SC)n1,7,0.4,0,-4,-5,13,-3,-0.9,-7
Cc1ccc(S(=O)(=O)N(C)C)cc1NC(=O)c1cc(S(=O)(=O)N2CCCCC2)ccc1N1CCOCC1,7,.,-3,-6,.,0,-6,.,.
Cc1ccc(CN(Cc2cc3cccc(C)c3[nH]c2=O)C(=S)NCCCN(C)C)cc1,7,2.0,4,-12,-7,22,-6,5.4,-15
COc1cccc(OCc2nnc(SCC(=O)NCc3ccco3)n2CCc2ccccc2)c1,-1,1.3,12,-4,-8,5,-3,-0.5,-29
Cc1ccc(NC(=O)C2COc3ccccc3O2)cc1C (configuration not stated),3,6.5,.,-5,-9,.,-7,-2.9,-3
CCC(=O)Nc1cc(C(=O)OC(C(=O)c2ccc(C)c(C)c2)c2ccccc2)ccc1C (configuration not stated),9,3.5,12,-1,-16,7,-2,-0.8,5
CC/C(=N\n1nnnc1Nc1ccccc1)c1ccccc1,10,1.4,2,-16,-14,1,-1,0.1,-5
CCCc1ccc(NC(=O)C2CCCN(c3cnccn3)C2)cc1 (configuration not stated),0,2.7,-1,3,-8,0,-4,0.5,-24

Continuation.
Compound,CHRM1 PAM,V1aR counter,TAAR1 antag,CHRM1 antagonist,OXTR potentiate,TAAR1 ag,CHRM1 agonist,OXTR ag,CHO parental Ca
CC1Oc2cc3oc4c(O)c(O)ccc4c(=O)c3c(O)c2C1(C)C (configuration not stated),1,1.4,.,-11,-4,.,3,0.9,-4
O=C(NCc1cccc(C(F)(F)F)c1)C1CC(c2ccccc2C(F)(F)F)=NO1 (configuration not stated),7,0.0,19,0,-6,17,-4,-1.7,-18
CCOc1ccc(Cl)cc1S(=O)(=O)NCc1cccnc1,15,0.3,-1,-16,-2,1,-2,0.6,3
COc1ccc(/C=C2\SC(=S)N(CC(=O)OCC(=O)Nc3ccc(C)cc3Cl)C2=O)cc1,8,0.6,-24,-2,-22,0,0,-0.4,4
CCOC(=O)c1ccc(NC(=O)c2nn(C)cc2Br)cc1,2,1.1,-2,-19,-6,6,-4,-0.8,-14
COc1ccc(C(NC(=O)CN2C(=O)NC3(CCc4ccccc43)C2=O)c2ccc(OC)cc2)cc1 (configuration not stated),0,.,36,3,.,9,-5,.,.
O=C(Nc1nc(=O)n(C(=O)c2cccc(C(F)(F)F)c2)s1)c1ccccc1,7,0.5,-5,-9,2,2,-1,0.7,-11
O=C(O)C(=Cc1ccc([N+](=O)[O-])cc1)c1cccc(Cl)c1,2,.,-16,-5,.,0,0,.,.
COc1cccc(NC(=O)Cc2nnc(SCC(=O)c3ccccc3)n2C)c1,13,.,2,-16,.,1,2,.,.
CC(=O)Nc1cccc(C(=O)OCC(=O)NC(C)c2ccc(F)cc2)c1 (configuration not stated),4,4.1,13,-6,-6,3,-1,1.9,-9
CCN(CC(=O)Nc1ccccc1C(F)(F)F)C(=O)Cc1sc(C)nc1-c1ccc(F)cc1,11,-1.7,-17,-13,-13,5,1,-1.3,-25
O=C(CN1CCN(c2ccccc2)CC1)c1c[nH]c2ccccc12,0,2.6,0,-7,-13,7,-2,2.8,-11
COc1ccc(NC(=O)CNC(=O)Cc2ccccc2)cc1,13,2.4,-5,-6,2,3,1,0.1,6
CSc1ncnc2c1ncn2CCCNCc1cccc2ccccc12,-4,.,-16,-4,.,5,-9,.,.
CN(C(=O)CCS(=O)(=O)c1cc2c(cc1Cl)NC(=O)CO2)C1CCCCC1,0,-0.3,-21,-3,-5,1,-7,0.7,-1

An excerpt from above, showing only TAAR1 ag and CHO parental Ca.
Compound	TAAR1 ag	CHO parental Ca
COc1ccc(OCC(=O)NNC(=O)c2c(-c3ccccc3Cl)noc2C)cc1	0	-10
CCOC(=O)c1ccc(N2C(=O)C(O)=C(C(C)=O)C2c2ccccn2)cc1 (configuration not stated)	2	-1
COc1ccc(N(C(=O)/C=C/c2ccc(OC)c(OC)c2)C2=CC3CCC(C2)N3C)cc1 (configuration not stated)	2	-11

(cont.)
Compound,CHRM1 PAM,V1aR counter,TAAR1 antag,CHRM1 antagonist,OXTR potentiate,TAAR1 ag,CHRM1 agonist,OXTR ag,CHO parental Ca
CCNS(=O)(=O)c1ccc(NC(=O)Cn2nc(C(F)(F)F)cc2C)cc1,-7,2.6,3,11,-9,10,-2,4.0,-2
COc1ccc(Cl)cc1NC(=O)c1nnn(CC(=O)Nc2ccc(OC)c(OC)c2)c1N,0,0.3,-13,0,-2,5,0,0.9,-10
COc1ccc2cc(C(=O)/C=C/c3cc(OC)c(O)c(OC)c3)ccc2c1,15,7.8,23,-12,-8,21,7,7.1,-15
O=C(O)c1ccc(-c2ccccn2)s1,3,0.4,4,0,-8,1,-3,-0.2,7
Cc1cccc(C)c1NC(=O)CNCC(=O)Nc1c(C)cccc1C,-2,0.0,-3,-7,-6,2,-2,-0.3,-12
Cc1cc(OCC(=O)NC(C)c2ccccc2)ccc1[N+](=O)[O-] (configuration not stated),5,4.1,5,-10,-16,2,-6,0.4,-12
COc1ccc(CNC(N)=O)cc1,5,-0.6,-1,0,8,1,-5,1.3,-4
COc1ccc(-c2cc(C(=O)OC3CCOC3=O)c3ccccc3n2)cc1OC (configuration not stated),-4,1.5,40,-18,-7,13,-3,2.4,-9
CCC(=O)N1CCN(c2ccccc2NC(=S)NC(=O)c2cccc([N+](=O)[O-])c2)CC1,6,0.6,35,-8,-11,13,-7,0.2,-18
COc1ccc(S(=O)(=O)Nc2ccc(OCC(=O)O)cc2)c2ccccc12,2,-0.7,-12,-3,1,2,-4,-0.4,-8
O=C(COc1ccccc1)NCCS(=O)(=O)N1CCN(c2ccccc2)CC1,6,1.1,2,-1,-12,1,-3,-0.2,0
O=C(NCCCn1ccnc1)Nc1cccc2ccccc12,3,-0.1,10,-11,-6,13,-3,0.5,-10
O=C(Nc1nsc(-c2ccccc2)n1)c1ccc(F)cc1,9,-0.3,-1,-6,-13,18,-1,-0.9,-20
COC(=O)C1=C(O)/C(=C\c2sccc2C)N=C1C,17,1.5,-13,-11,-1,0,-1,-0.1,2
Cc1[nH]n(-c2ccccc2)c(=O)c1N=Nc1ccccc1C(=O)N1CCOCC1,-7,-0.8,-7,10,-5,2,-11,-0.8,-11
